Screening data from PubChem BioAssay.
DNMT1 block – inhibitors of human DNMT1 | P26358 | DNMT1 molecular beacon, Hinp1I cleavage, fluorescence | inhibition (reported as % activation of signal), % at 10 µM | actives 0.83% (n = 360,000); in the data active means inhibition above about 50%
NadD inh – NadD (S. aureus) enzyme inhibition; actives 0.78% (n = 360,000); purified NadD enzyme, colorimetric absorbance read-out; inhibition, % at 20 µM; in the data active means inhibition above about 26%; further: some compounds past the cut are filed as inactive
Scp-1 inhibitor – Scp-1 (human) phosphatase inhibition; Q9GZU7; Recombinant Scp1, phosphopeptide, malachite green phosphate absorbance; inhibition, % at 20 µM; actives 0.88% (n = 340,000); AID 493091;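 active means inhibition above about 50% at 20 µM, limit read from the data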;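 further: plate controls were DMSO wells with enzyme for no effect and wells lacking enzyme for full effect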
Target sequence (Q9GZU7 76-261 limits assumed): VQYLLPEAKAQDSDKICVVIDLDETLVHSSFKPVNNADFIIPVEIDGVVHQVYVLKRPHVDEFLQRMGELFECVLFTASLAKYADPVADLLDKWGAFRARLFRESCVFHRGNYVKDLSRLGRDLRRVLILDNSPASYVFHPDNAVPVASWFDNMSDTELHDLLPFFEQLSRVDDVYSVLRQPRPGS
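Material – SCP-1 phosphatase catalytic domain, residues 76-261 · Buffer or medium – Acidic Tris acetate buffer with magnesium and detergent · Also added – Phospho 17-mer peptide substrate · Compound – single 20 µM dose, 1% DMSO · Times – 45 min room-temperature reaction, 5 min colour, 30 min stabiliser · Technique – Phosphate-binding colour reagent, absorbance read at 630 nm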
Neddylation inh – cullin neddylation inhibition; AID 651699; TR-FRET cullin neddylation, biochemical; calls only at 25 µM; actives 0.58% (n = 360,000); P61081+Q13564; in the data active means inhibition above about 36%
Target sequence (P61081 whole entry, looked up): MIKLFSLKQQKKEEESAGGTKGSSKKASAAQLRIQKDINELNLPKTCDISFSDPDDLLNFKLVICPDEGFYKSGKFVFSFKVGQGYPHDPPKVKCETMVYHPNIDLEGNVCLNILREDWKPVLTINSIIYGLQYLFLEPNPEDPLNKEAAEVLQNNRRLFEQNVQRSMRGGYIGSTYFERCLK
Target sequence (Q13564 whole entry, looked up): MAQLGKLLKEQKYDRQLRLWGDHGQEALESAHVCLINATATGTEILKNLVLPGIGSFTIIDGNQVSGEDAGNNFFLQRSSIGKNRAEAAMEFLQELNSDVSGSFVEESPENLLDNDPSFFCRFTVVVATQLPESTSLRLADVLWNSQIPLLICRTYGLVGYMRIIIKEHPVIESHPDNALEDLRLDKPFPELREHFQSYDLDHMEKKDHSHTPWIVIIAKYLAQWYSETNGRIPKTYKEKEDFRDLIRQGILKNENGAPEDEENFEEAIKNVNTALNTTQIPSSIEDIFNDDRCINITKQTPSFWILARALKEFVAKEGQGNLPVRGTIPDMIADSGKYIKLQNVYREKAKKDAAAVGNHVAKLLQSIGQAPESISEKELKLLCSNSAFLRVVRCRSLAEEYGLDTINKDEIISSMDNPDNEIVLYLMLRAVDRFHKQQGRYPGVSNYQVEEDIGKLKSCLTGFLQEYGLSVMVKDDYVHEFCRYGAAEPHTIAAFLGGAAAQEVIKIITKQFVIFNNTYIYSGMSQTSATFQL
SKN-1 inh – C. elegans SKN-1 inhibition | C. elegans VP596 Pgst-4::GFP/RFP ratio, acrylamide-induced, 24 h | inhibition, % at 21.8 µM | actives 0.49% (n = 360,000) | AID 624304;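 active means interference check ratio from 0.5 to 1.5 plus GFP to RFP signal ratio inhibition reaching or exceeding a fixed threshold, cut at about 30% in these data, passing the limit was not always enough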; further: some compounds called inactive have numbers as strong as hits
SUMO1-SIM PPI – modulators of human SUMO1-mediated protein-protein interactions; P63165; SUMO1 binding to a labelled peptide, TR-FRET, 1 h; inhibition, % at 20 µM; actives 0.33% (n = 360,000); in the data active means inhibition above about 37%
LMPTP inh – blocks human LMPTP phosphatase; P24666; recombinant LMPTP-A, OMFP fluorogenic substrate, fluorescence intensity; inhibition, % at 20 µM; actives 0.22% (n = 360,000);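 active means compounds that cut the enzyme signal by at least half of the control window in the single-dose screen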;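 further: plate controls were DMSO wells with enzyme plus substrate for no effect and substrate without enzyme for full effect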
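test system = LMPTP-A | amount = 0.625 nM LMPTP-A final | reagent = fluorogenic phosphatase substrate OMFP at 400 µM final | incubation = 50 min at room temperature | benchmarks = no-enzyme low control, uninhibited high control | medium = Bis-Tris pH 6.0, DTT, detergent | signal = fluorescence intensity of OMFP turnover product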
NRP1-CendR mod – NRP-1/CendR interaction modulation | O14786 | FAM-RPARPAR peptide binding to NRP-1, fluorescence polarization | actives 0.85% (n = 360,000) | inhibition, % at 25 µM;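 active means inhibition or corrected inhibition above about 18%, plus a signal ratio from 0.5 to 1.5, limit read from the data, passing the limit was not always enough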; further: strong numbers were not always called active
STEP block – blocks human striatal-enriched tyrosine phosphatase | P54829 | recombinant STEP, OMFP fluorogenic substrate, fluorescence | inhibition, % at 20 µM | actives 0.25% (n = 360,000);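 active means inhibition at 20 µM, scaled per plate between control wells, above about 37%, limit read from the data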;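 further: 0% = DMSO with enzyme and substrate and 100% = substrate only without enzyme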
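material = STEP tyrosine phosphatase | reagent = fluorogenic phosphatase substrate OMFP at 25 µM final | doses = single compound dose of 20 µM, 1% DMSO final | schedule = 20 min reaction, room temperature, in the dark | measured by = fluorescence, 480/540 nm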
Tb MetRS inh – blocks T. brucei methionyl-tRNA synthetase activity; purified T. brucei MetRS, ATP depletion, Kinase-Glo luminescence; actives 0.4% (n = 360,000); inhibition, % at 11.9 µM;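 active means inhibition above a per-plate cutoff of the control wells' mean inhibition plus 3 SD, cut at about 5.5% in these data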;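 further: 0% = DMSO wells median and 100% = median of wells with control inhibitor compound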
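Test system: purified T. brucei MetRS enzyme. Also added: ATP, methionine and E. coli bulk tRNA substrates. Compound: 11.9 µM single point. Schedule: 15 min enzyme-compound preincubation, 2 h reaction, 10 min detection, 25 °C. Signal: luciferase luminescence of residual ATP, Kinase-Glo. Evaluation: percent inhibition versus plate control medians. Controls: DMSO wells, low control.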
Starred values were filed as active, the others as inactive; i = inactive; x = not tested or not shown. The order is random. Share with any hit: about 4.6%.

NRP1-CendR mod	structure	Neddylation inh	DNMT1 block	SKN-1 inh	Tb MetRS inh	SUMO1-SIM PPI	STEP block	NadD inh	LMPTP inh	Scp-1 inhibitor
1	COc1ccc(-c2noc(CN(C)C(=O)c3ccc4c(c3)OCO4)n2)cc1OC	i	-1	-9	-0.7	1	1	-7	0.0	-7
-6	COc1ccccc1N(Cc1ccccc1)S(=O)(=O)c1cccc(C(=O)N2CCCCC2)c1	i	-6	4	-0.3	-3	-1	-1	0.5	-6
-6	CC1(Cc2cccc(C(F)(F)F)c2)C(=O)Nc2ccc(-c3ccc(F)c(Cl)c3)cc21 (stereo not drawn)	i	-36	40*	-0.4	4	-2	-2	3.1	x
-16	O=C(O)c1cccc(-n2cccc2/C=C2\SC(=O)N(Cc3ccccc3F)C2=O)c1	i	91*	9	-0.3	-5	11	18	7.6	93*
-9	COc1ccc(NC(=O)C2(C)Cc3c(-c4ccc(N(C)C)cc4)ccnc3O2)cn1 (stereo not drawn)	x	-8	-4	-0.5	4	1	0	-2.7	x
-1	CC(C)C(=O)NS(=O)(=O)c1ccc(NS(C)(=O)=O)cc1	i	12	-18	-0.3	-1	-2	-3	-2.6	-7
-1	CC(=O)Nc1cccc(NC(=O)CSc2nn3c(=O)c(C)nnc3s2)c1	i	-5	10	0.2	7	1	7	0.2	0
-23	S=C(NCc1ccc2c(c1)OCO2)NCc1ccco1	i	-18	3	-0.5	2	-1	-1	1.4	-10
-12	COC(=O)c1c(NS(C)(=O)=O)sc2c1CCCC2	i	-2	-15	0.1	2	3	-1	1.0	-8
3	CN=C(c1ccc(C)cc1)n1c(=S)nc(-c2ccc(C)cc2)n(C)c1=S	i	2	2	-0.7	-4	3	9	22	-9
-6	O=C(NCc1ccccn1)c1cc(-c2ccc(Br)cc2)nc2ccccc12	i	1	3	0.1	-4	2	-1	-0.4	1
-1	Cc1[nH]c(=O)[nH]c(=O)c1S(=O)(=O)N(C)Cc1ccccc1	i	-1	5	0.4	0	0	-5	-3.5	-1
11	CCC(C)Sc1nc2c(c(=O)n1C)SC(C)C2 (stereo not drawn)	i	3	-2	-0.2	2	5	-5	-0.9	-7
11	O=C(C[C@@H]1C/C=C\CC[C@@H](Cc2ccc(F)cc2)C(=O)OC[C@@H]2CCCN2C1=O)NCCO	i	-1	27	-0.3	12	5	-2	7.7	0
0	CC#CC[N+](C)(C)CCCCCCCCCC	i	5	12	-0.6	4	-5	-8	-1.0	-4
-1	CCNC(=S)N1CCCC(c2nc3ccc(C)cc3[nH]2)C1 (stereo not drawn)	i	-3	2	0.0	28	8	-1	-2.2	-6
-5	CN(C(=O)CC1C(=O)NCCN1Cc1ccc(F)c(F)c1)C1CCOCC1 (stereo not drawn)	i	-5	11	-0.8	4	0	-1	-2.8	-6
-8	Cc1ccc(CN2C(=O)CSCC2(C)C(=O)Nc2c(C)cccc2C)cc1 (stereo not drawn)	i	x	-5	0.0	3	x	x	-0.2	x
12	COc1ccc(N2CCC(CNC(=S)Nc3cccc(C)c3)C2)cc1 (stereo not drawn)	i	-14	20	0.3	-5	3	12	0.2	-3
14	COc1ccc2cc(C(=O)N3CCc4ccccc43)[nH]c2c1	i	-4	-4	-1.1	-3	-2	-3	0.2	24
10	O=C(CSc1cn[nH]n1)Nc1ccccc1C(F)(F)F	i	1	-12	-0.6	-2	-3	-3	-1.2	-8
-7	CN=C1C=C/C(=N/N=c2\ccn(O)cc2C)C=C1C	i	-4	41*	-0.5	-75	13	-4	22	-12
-5	COc1ccc(C(=O)NCc2c(CC(C)C)oc(C)c2C(=O)O)cc1	i	0	8	-1.1	10	4	0	-2.1	2
-21	CC1CCN(S(=O)(=O)c2ccc(NC(=O)C3CSC4(C)CCC(=O)N34)cc2)CC1 (stereo not drawn)	i	3	12	-0.4	6	0	3	0.3	38
3	O=C(COC(=O)/C=C/c1ccc(F)cc1)Nc1ccc2[nH]c(=O)[nH]c2c1	i	3	-12	-0.7	4	-1	-4	-1.0	2
-6	CC1CCN(S(=O)(=O)c2nnc(NC(=O)COc3ccccc3F)s2)CC1	i	2	-11	-1.8	3	0	3	-0.4	2
-24	Cc1noc(C)c1S(=O)(=O)N(C)C[C@H]1OCc2cn(nn2)CCCC(=O)N([C@@H](C)CO)C[C@@H]1C	i	1	-13	1.1	4	5	-7	-2.7	x
1	Cc1cc(C)n(CC(O)COc2ccccc2Br)n1 (stereo not drawn)	i	3	10	-0.2	1	-2	2	-0.5	-5
-3	COc1cccc2cc(C(=O)OCc3ccccc3)c(=O)oc12	i	0	-8	0.0	-37	1	-3	0.6	-10
-4	c1ccc(-c2n[nH]nc2-c2ccccc2)cc1	i	7	2	0.6	0	-4	-4	1.4	-7
13	CCc1ccccc1NC(=O)CSc1n[nH]c(C)c1[N+](=O)[O-]	i	-5	-7	0.4	-1	-2	-1	0.4	-6
-82	CC(C(=O)O)N1C(=O)/C(=C/C=C/c2ccco2)SC1=S (stereo not drawn)	i	83*	9	0.9	100*	99*	27	78*	79*
9	O=C(O)c1nn(CCSc2ccccc2F)c(=O)c2ccccc12	i	1	1	-0.8	-6	1	0	-1.1	-14
-6	Cc1ccccc1-n1c(-c2csc3ccccc23)n[nH]c1=S	i	-3	-5	-0.3	-1	-2	15	1.4	-8
8	Cc1ccc(N2CC(C(=O)OCC(=O)c3ccc(F)cc3)CC2=O)cc1 (stereo not drawn)	i	1	1	-0.2	4	-3	-4	-2.4	-12
-2	Nn1c(SCc2cccc(Cl)c2)nnc1-c1ccncc1	i	-1	18	0.2	-4	1	-9	-1.8	-10
0	CC(=O)c1ccc(C(=O)N(CCN(C)C)c2nc3c(Cl)cccc3s2)cc1	i	-1	-11	-0.3	5	-2	-8	-0.6	2
-15	O=C(COC(=O)c1cccnc1)Nc1ccc(F)cc1	i	-3	5	0.3	-1	-2	-3	0.4	16
-3	O=C(NC1CCCCC1)C(c1ccc(F)cc1)N(CCc1ccccc1)C(=O)CN1C(=O)c2ccccc2S1(=O)=O (stereo not drawn)	i	59*	7	0.2	-2	-1	9	0.7	-6
-5	COC(=O)c1c(C)oc(C)c1S(=O)(=O)Nc1ccccc1	i	1	-6	0.1	1	-3	2	-1.3	-11
7	N#Cc1cccc(OCC(=O)NC(=O)NCc2ccccc2)c1	i	1	-4	0.2	5	2	-2	-1.0	-10
3	O=C(CN(C1CCCCC1)S(=O)(=O)c1ccc(F)cc1)Nc1ccc2c(c1)OCO2	i	-9	0	0.0	2	-3	4	1.5	-7
-6	O=C(CC(c1ccc(F)cc1)c1ccco1)N1CCCC1 (stereo not drawn)	i	-2	0	-0.7	4	-1	2	-1.5	-8
0	CCOc1ccc(CC(=O)C2C(=O)CCCC2=O)cc1OCC	i	-2	-10	0.3	-5	6	0	0.3	-1
-11	COc1ccc(CNC(=O)c2cccc3c(-c4cccnc4)coc23)cc1OC	i	0	-4	-0.2	3	3	5	3.0	x
16	CN(C)c1ccc(C(=O)NC2(N3CCC3=O)CCCC2)cc1	i	1	12	-0.1	6	0	-5	0.4	-2
-7	C=CCc1cccc(C=Nc2cccn3cc(-c4ccccc4)nc23)c1O	x	-10	9	0.6	-6	0	-4	0.8	-7
0	Cc1nn(-c2ccccc2)c(C)c1C(=O)NCc1ccccc1F	i	1	1	-0.6	1	0	-3	-1.8	-9
-9	O=C(CSc1nc(-c2ccc(F)cc2)cs1)N1CCN(C(=O)c2ccco2)CC1	i	-5	3	-0.6	-1	1	-3	-0.8	-15
4	CCCCNC(=O)C1(O)c2ccccc2NC(=O)N1c1ccc(Cl)cc1 (stereo not drawn)	i	2	19	-0.8	2	1	-7	0.3	-6
8	CC(Sc1nnc(CNC(=O)c2ccccc2F)n1C)C(=O)Nc1nccs1 (stereo not drawn)	i	0	10	-0.3	6	-3	-5	-1.3	1

In the list so far, these have an NH in an aromatic ring.
NRP1-CendR mod	structure	Neddylation inh	DNMT1 block	SKN-1 inh	Tb MetRS inh	SUMO1-SIM PPI	STEP block	NadD inh	LMPTP inh	Scp-1 inhibitor
-1	Cc1[nH]c(=O)[nH]c(=O)c1S(=O)(=O)N(C)Cc1ccccc1	i	-1	5	0.4	0	0	-5	-3.5	-1
-1	CCNC(=S)N1CCCC(c2nc3ccc(C)cc3[nH]2)C1 (stereo not drawn)	i	-3	2	0.0	28	8	-1	-2.2	-6
14	COc1ccc2cc(C(=O)N3CCc4ccccc43)[nH]c2c1	i	-4	-4	-1.1	-3	-2	-3	0.2	24
10	O=C(CSc1cn[nH]n1)Nc1ccccc1C(F)(F)F	i	1	-12	-0.6	-2	-3	-3	-1.2	-8
3	O=C(COC(=O)/C=C/c1ccc(F)cc1)Nc1ccc2[nH]c(=O)[nH]c2c1	i	3	-12	-0.7	4	-1	-4	-1.0	2
-4	c1ccc(-c2n[nH]nc2-c2ccccc2)cc1	i	7	2	0.6	0	-4	-4	1.4	-7
13	CCc1ccccc1NC(=O)CSc1n[nH]c(C)c1[N+](=O)[O-]	i	-5	-7	0.4	-1	-2	-1	0.4	-6
-6	Cc1ccccc1-n1c(-c2csc3ccccc23)n[nH]c1=S	i	-3	-5	-0.3	-1	-2	15	1.4	-8
